Akt phos inh = Akt phosphorylation inhibition | Neuro2A IGF-stimulated pAkt S473 HTRF, 20 min; active compounds read low | activity change, % for hits at 50 µM | actives 0.32% (n = 360,000); in the data active means activity change below about -80%; inconclusive means mostly about -51% to -80%; further: on the % scale 0 is the no-effect control and ±100 the full control effect
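Neuro2A cells in DMEM with 0.5% FBS, overnight at 37 deg C, given compound at single 50 µM final, then IGF (6 nM final) for 20 min at 37 deg C. Lysed; phospho-Akt Ser473 by HTRF after 24 h, 665/615 ratio.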
Abeta rescue = A-beta toxicity reversal in yeast | yeast expressing A-beta42, growth rescue, OD600, 48 h; response scale: 0% DMSO, 100% iron-clioquinol control | Potency, µM (titrated, usually from 46.1 µM), for the others: at the highest dose growth rescue, hits mostly activators | actives 0.063% (n = 410,000) | AID 1347071; further: potency means the concentration at half of the fitted maximal effect; nearly all actives have a fitted effect of over 55% in size
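Yeast growth medium received pinned compounds, then yeast cells expressing toxic A-beta were added; plates incubated at 30 C for 48 hr. Growth read as absorbance at 600 nm, normalized to DMSO and equimolar FeCl3 plus clioquinol controls.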
Nrf2 ARE act = activators of Nrf2 (ARE) signaling; Potency, µM (top dose mostly 46.1 µM), without a hit: at the highest dose activation, usual class: activators; AREc32 ARE-luciferase reporter (MCF7-derived line), luminescence, 24 h; actives 0.31% (n = 410,000); further: potency means the concentration at half of the fitted maximal effect; % of control where 0% means no effect; nearly all actives have a fitted effect of over 65% in size
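ARE-driven firefly luciferase activity in AREc32 cells measured after a 24 hr compound exposure at 37 deg C, using Steady-Glo reagent and a 30 min room-temperature hold.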
HepG2 viability = HepG2 cytotoxicity, counter-screen for TGF-b inhibitors; HepG2 CAGA-GFP viability, ATP luminescence, 18 h; Potency, µM (highest dose often 46.1 µM), for the others: top-dose activity change, negative = cytotoxicity, hits mostly cytotoxic; actives 0.76% (n = 410,000); AID 588856; further: potency means the concentration at half of the fitted maximal effect; some results filed as inactive show a strong effect at the top dose
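CellTiter-Glo luminescence gave cytotoxicity after 18 hours at 37 degrees C. The cells were HepG2 CAGA-GFP in 1% FBS DMEM, stimulated with 500 pg/mL TGF-beta after compound addition. %Activity was normalised to no-cell wells (complete cell-killing) and DMSO (no toxicity), and curves were fitted and classified.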
Mm-Cpn inhibitor = M. maripaludis TRiC chaperonin inhibition | purified Mm-Cpn ATPase, ADP Transcreener TR-FRET | Potency, µM (highest dose often 76.9 µM), inactives show at the top dose activity, negative = inhibition, usual class: inhibitors | actives 0.031% (n = 330,000) | AID 504842; further: potency means the concentration at half of the fitted maximal effect; on the % scale 0 is the no-effect control and ±100 the full control effect; nearly all actives have a fitted effect of over 80% in size
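Purified archaeal chaperonin (25 nM final) was preincubated with compound for 10 min at 37°C, then ATP (10 uM final) was added for 30 min at 37°C in Tris pH 7.4/KCl/MgCl2/DTT buffer. ADP was quantified by HTRF Transcreener TR-FRET.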
Nrf2 inh = inhibitors of Nrf2 signaling; A549 ARE-Fluc reporter, luciferase luminescence, 18-24 h; Potency, µM (titrated, usually from 46 µM), without a hit: at the highest dose activity change, negative = inhibition, usual class: inhibitors; actives 2.1% (n = 360,000); AID 504444; further: potency means the concentration at half of the fitted maximal effect; on the % scale 0 is the no-effect control and ±100 the full control effect; nearly all actives have a fitted effect of over 60% in size
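In this cell-based qHTS, ARE-driven firefly luciferase in A549 cells reports Nrf2 activity; the luminescent signal after BugLite lysis is the measured value, with a prior CellTiter-Fluor read for cell health.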
TGFb SMAD3 inh = TGF-b pathway inhibition. actives 1.2% (n = 410,000). HepG2 CAGA-GFP TGF-b/SMAD3 reporter, GFP fluorescence, 18 h; TGF-beta stimulated, 500 pg/mL final. Potency, µM (titrated, usually from 46.1 µM), for the others: top-dose activity, negative = inhibition, usual class: inhibitors; further: potency means the concentration at half of the fitted maximal effect; on the % scale 0 is the no-effect control and ±100 the full control effect; nearly all actives have a fitted effect of over 65% in size
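Inhibition was scored as loss of TGF-beta-induced (500 pg/mL final, 18 hours, 37 degrees C) GFP in HEPG2 cells carrying a CAGA-GFP reporter, in DMEM with 1% FBS. Well GFP was summed per cell; Activity was normalised to unstimulated and stimulated DMSO wells, then concentration-response fitting.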
CCT chaperon mod = cytosolic chaperonin activity modulation; purified chaperonin ATPase assay, HTRF ADP detection, 30 min; activity change, % (no concentration beside the values), hits read low; actives 0.3% (n = 360,000); in the data active means activity change below about -30%; further: on the % scale 0 is the no-effect control and ±100 the full control effect
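Enzyme 40 or 20 nM (batch-dependent) in Tris pH 7.4/KCl/MgCl2/DTT; cpd 76 uM single point; ATP 10 uM; 30 min 37 °C; Transcreener ADP HTRF detection, 30 min RT; ratio 665/615.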
A549 viability = kills or reduces viability of A549 cells in Nrf2 counter-screen | actives 0.16% (n = 390,000) | Potency, µM (titrated, usually from 46 µM), without a hit: at the highest dose activity change, negative = cytotoxicity, hits mostly inhibitors | A549 ARE-Fluc cells, CellTiter-Fluor viability, 18-24 h; further: potency means the concentration at half of the fitted maximal effect; on the % scale 0 is the no-effect control and ±100 the full control effect
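Cytotoxicity counterscreen: CellTiter-Fluor fluorescence was measured in A549 ARE_Fluc cells after 18-24 h of compound exposure in a concentration series. The subsequent BugLite luminescent read reports ARE-luciferase activity.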
Active calls of the source: *; i = inactive; ? = inconclusive; nt = no result given; [ ] = dose if it differs, or a comment. Unless noted, the call rests on the fitted dose curve; in most records, active means well fitted curve in the direction sought with a large enough effect; inconclusive means small, poorly fitted or top-dose-only effect, or another doubt; inactive means no such curve, though single readings can be large; an effect the other way counts as inactive or inconclusive.

canonical_smiles	Akt phos inh	Abeta rescue	Nrf2 ARE act	HepG2 viability	Mm-Cpn inhibitor	Nrf2 inh	TGFb SMAD3 inh	CCT chaperon mod	A549 viability
COc1ccc(OC)c(NC(=O)COCc2cc(-c3ccc(F)cc3)on2)c1	nt	-10%	4.0%	2%	nt	-2%	36%[activator]	nt	5%
COc1ccc2nc(SCC(=O)NC3CCCCC3)[nH]c2c1	i	15%	-0.1%	0%	-1%	-20%	1%	0.5	0%
CC(C)CCc1noc(CN2CCN(c3ccc(Cl)cn3)CC2)n1	i	3%	3.3%	0%	-5%	19%	-2%	-3.6	9%
O=C(C1=C(O)C(=O)N(c2ncccn2)C1c1ccc(F)cc1)c1ccco1 (stereo unspecified)	i	13%	0.8%	18%	-6%	12%	5%	0.0	-18%
CN(C)CCCNS(=O)(=O)c1ccc(Oc2ncc(C(F)(F)F)cc2Cl)cc1	i	5%	2.9%	-55%	-1%	18%	?	1.9	11%
OCCC1CN(CC2CCCCC2)CCN1C1CCCC1 (stereo unspecified)	i	-4%	-1.0%[9.22 µM]	1%	1%	-16%	-2%	1.5	6%
O=C(CCc1nc(-c2ccccc2)no1)NCC1CCCO1 (stereo unspecified)	i	-13%	4.0%	9%	1%	14%	-2%	-3.3	5%
COc1ccccc1N1C(=NC(=O)C2CCCCC2)SC2CS(=O)(=O)CC21 (stereo unspecified)	i	14%	0.5%	1%	0%	9%	-5%	1.9	1%
C=CCC(CC(O)COCCC)C(=O)NNC(=S)Nc1ccccc1 (stereo unspecified)	i	28%	16%	2%	2%	?	0%	-0.4	4%
CC(C)COC(=O)n1c(SCC(=O)N(C)C)nc2ccccc21	i	-12%	-0.1%	-24%	0%	-21%	-20%	-1.5	-12%
CC(C)(C)OC(=O)N1CCC(c2c(C(=O)NCc3ccc(F)cc3)cnn2-c2ccc(F)cc2)CC1	nt	0%	-0.1%	-18%	nt	-25%	-15%	nt	-9%
COc1ccc(-c2cc(-c3ccc(O)cc3)nc(N)c2C#N)cc1	i	-9%	5.2%	-29%	-3%	-20%	-16%	-1.1	-3%
COc1ccc(Cn2c(CCCO)nc3ccccc32)cc1OC	i	-10%	0.3%	3%	-8%	1%	-1%	0.0	-4%
O=C(NN=C1CCCCCC1)NC1CCCCC1	i	-7%	4.0%	-21%	-3%	17%	-6%	-0.3	10%
O=[N+]([O-])c1ccc(OCC(O)CNCCNc2nccc(C(F)(F)F)n2)cc1 (stereo unspecified)	i	7%	7.7%	-10%	0%	3%	?	-2.3	0%
CC(C)c1ccc(C2=CC(c3cccc(Cl)c3)n3c(nc4ccccc43)N2)cc1 (stereo unspecified)	nt	12%	-1.5%	-23%	nt	nt	-30%	nt	-1%
Cc1nn2c(N3CCN(c4ccccn4)CC3)cc(C(C)C)nc2c1-c1ccccc1	i	9%	-0.3%	-24%	?	-16%	-1%	-1.2	nt
CC(C)(C)c1cc(NC(=O)COC(=O)c2nccnc2N)n(-c2ccccc2)n1	i	4%	-0.1%	-36%	-2%	15%	-14%	1.6	-7%
O=C(Nc1cccc([N+](=O)[O-])c1)Nc1ccc2c(c1)CCC2	i	-8%	0.5%	-17%	-4%	?	?	0.5	-8%
O=C(Nc1ccc(Cl)cc1)Nc1csc([N+](=O)[O-])c1	i	-18%	?	-26%	0%	-30%	4µM*	-16	-15%
COc1ccc(/C=C(\C#N)C(=O)OCC(=O)Nc2ccc(C(C)(C)C)cc2)cc1	i	12%	-0.2%	29%	-1%	-1%	0%	0.2	-8%
CN(C)[C@@H](CO)c1nnc([C@H](CCC(=O)O)NC(=O)C2CCNCC2)o1	i	1%	-0.2%	2%	nt	-11%	-17%	0.6	-1%
COc1ccc(NC(=O)Nc2ccc(N3CCOCC3)c3nonc23)c(OC)c1	i	5%	0.1%	-4%	-1%	-25%	0%	0.7	?
Cc1ccc(/C=C(\C#N)C(=O)Nc2cc(C)ccc2C)cc1	nt	-19%	-0.5%	-10%	nt	6%	16%	nt	23%
CSCCC(NC(=O)c1ccccc1Br)C(=O)NCC(c1ccco1)N1CCCCC1 (stereo unspecified)	i	8%	-0.5%	-8%	-5%	-2%	2%	0.8	7%
Cc1ccc(-n2c(C)cc(C=C(C#N)C#N)c2C)cc1	i	17%	2.2%	-14%	1%	-6%	-22%	-1.5	-4%
CCOC(=O)c1[nH]c2c(c1-c1ccccc1)C(=O)CC(c1ccc(OC)c(OC)c1)C2 (stereo unspecified)	i	2%	0.5%	-14%	-1%	21µM*	-13%	-0.7	0%
CC1=NN(C(=O)CCc2ccccc2)C(c2ccccc2)C1 (stereo unspecified)	i	18%	-0.4%	-16%	0%	2%	0%	-1.3	2%
O=C(NC1CCCCCC1)C(=S)NCc1ccccc1	i	0%	4.5%	1%	-5%	?	42%[activator]	0.8	-4%
CC(=O)Nc1ccc(C2=NOC(C)(C)C(=O)N2Cc2cccc(C#N)c2)cc1	i	-13%	-1.0%	4%	nt	nt	8%	0.3	nt

Brought forward from above: three compounds, followed by the next part.
canonical_smiles	Akt phos inh	Abeta rescue	Nrf2 ARE act	HepG2 viability	Mm-Cpn inhibitor	Nrf2 inh	TGFb SMAD3 inh	CCT chaperon mod	A549 viability
CC1=NN(C(=O)CCc2ccccc2)C(c2ccccc2)C1 (stereo unspecified)	i	18%	-0.4%	-16%	0%	2%	0%	-1.3	2%
O=C(NC1CCCCCC1)C(=S)NCc1ccccc1	i	0%	4.5%	1%	-5%	?	42%[activator]	0.8	-4%
CC(=O)Nc1ccc(C2=NOC(C)(C)C(=O)N2Cc2cccc(C#N)c2)cc1	i	-13%	-1.0%	4%	nt	nt	8%	0.3	nt
CC(CNC(=O)C1CCCCC1)NC(=O)C1CCCCC1 (stereo unspecified)	i	22%	0.4%	-1%	1%	-19%	-8%	-1.9	-4%
Cc1ccc2occ(-c3cc(-c4ccc(Cl)cc4)nc4c3COc3ccccc3-4)c(=O)c2c1	nt	-8%	2.7%	-3%	nt	?	6%	nt	1%
Cc1ccc(C(=O)CCC(=O)Nc2ccccc2C)c(C)c1	i	20%	-0.4%	-4%	3%	6%	2%	0.0	0%
O=C(NCCCCl)C1CC(=O)N(CCc2ccc(F)cc2)C1 (stereo unspecified)	i	10%	2.0%	5%	0%	-1%	10%	-0.3	0%
Cc1ccc(CNC(=O)c2ccc3c(c2)nc2n3CCOC2)cc1	nt	-6%	5.4%	13%	nt	nt	2%	nt	-2%
CC1(OCON)CCCc2ccccc21 (stereo unspecified)	i	-9%	0.4%	-21%	2%	1%	-5%	-4.2	3%
CN(C(=O)c1ccc(NC(=O)Cc2cccc(NC(=O)C3CCCN(C(=O)CCc4ccccc4)C3)c2)cc1)C1CC1 (stereo unspecified)	i	5%	6.6%	-15%	nt	?	-24%	1.6	-3%
O=C(CCN1C(=O)C2C3C=CC(C3)C2C1=O)NCCc1ccccc1 (stereo unspecified)	i	0%	2.2%	0%	-1%	?	-19%	-2.0	-2%
CC(CC(=O)N(C)c1c(N)n(Cc2ccccc2)c(=O)[nH]c1=O)c1ccccc1 (stereo unspecified)	i	-1%	-0.3%	-19%	0%	-8%	16%	2.2	0%
Clc1cccc(N2CCN(CCCN3CCN(c4ccccc4)CC3)CC2)c1	i	-13%	3.0%	-19%	nt	?	0%	0.7	-1%
Cc1ccc(-c2c(C)sc3nc(CN4CCN(CC(=O)NC5CC5)CC4)[nH]c(=O)c23)cc1	i	0%	0.0%	-33%	-3%	-7%	?	-1.2	0%
O=C(COC(=O)CCN1C(=O)c2cccc([N+](=O)[O-])c2C1=O)NCc1ccccc1	i	13%	-0.2%	-2%	0%	13%	-10%	0.5	2%
Cc1cc(C)c(NC(=O)Cn2nnc(C(=O)NCc3ccc4c(c3)OCO4)c2N)c(C)c1	i	-2%	0.5%	-8%	0%	-2%	17%	1.3	1%
C=CCc1cccc(CNc2cnc3ccccc3c2)c1O	i	5%	12%	-19%	0%	23µM*	?	1.1	3%
COc1ccc(-c2nc3n(n2)C(c2ccccc2Cl)C(C(N)=O)=C(C)N3)cc1 (stereo unspecified)	i	9%	6.2%	0%	2%	10%	2%	1.3	1%
Cc1ccc(N2C(=O)C3CC3C2=O)cc1 (stereo unspecified)	i	4%	-0.9%	-4%	1%	-2%	1%	0.4	-1%
COc1ccc(S(=O)(=O)NCC(=O)N(CC(=O)NCc2ccco2)Cc2ccccc2)cc1	i	9%	0.3%	1%	-2%	-11%	14%	-0.8	0%
CC(=O)Nc1cc(C(=O)N(C)Cc2ccccc2)ccc1S(=O)(=O)c1ccc(C)cc1	i	4%	0.3%	-16%	-3%	-2%	-4%	-2.4	1%
CN(C)/C=C/C(=O)c1ncc(C(F)(F)F)cc1Cl	i	20%	0.4%	4%	-2%	-5%	-6%	-1.1	-4%
COc1ccc(NC(=O)c2ccc([N+](=O)[O-])s2)c([N+](=O)[O-])c1	i	0%	10µM*	-1%	3%	3%	-2%	2.5	-19%
CCOCCCNC(=O)C(c1ccc(C)cc1)N(Cc1ccc2c(c1)OCO2)C(=O)c1ccccn1 (stereo unspecified)	i	12%	-0.1%	10%	2%	-2%	52%[activator]	-4.7	-9%

High-throughput results: PubChem, National Center for Advancing Translational Sciences (NCATS)
